# OX1R antag-1: antagonists of human orexin 1 receptor (OX1R); OX1R-expressing cells, FRET antagonist read-out; inhibition, % at 6.6 µM; actives 1.8% (n = 330,000); AID 485270, 2010; in the data active = inhibition mostly above about 38%, no sharp cut-off; inactive = mostly below about 40%;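 also: 0% = agonist challenge alone and 100% = reference antagonist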
# Target sequence (O43613 whole entry, looked up): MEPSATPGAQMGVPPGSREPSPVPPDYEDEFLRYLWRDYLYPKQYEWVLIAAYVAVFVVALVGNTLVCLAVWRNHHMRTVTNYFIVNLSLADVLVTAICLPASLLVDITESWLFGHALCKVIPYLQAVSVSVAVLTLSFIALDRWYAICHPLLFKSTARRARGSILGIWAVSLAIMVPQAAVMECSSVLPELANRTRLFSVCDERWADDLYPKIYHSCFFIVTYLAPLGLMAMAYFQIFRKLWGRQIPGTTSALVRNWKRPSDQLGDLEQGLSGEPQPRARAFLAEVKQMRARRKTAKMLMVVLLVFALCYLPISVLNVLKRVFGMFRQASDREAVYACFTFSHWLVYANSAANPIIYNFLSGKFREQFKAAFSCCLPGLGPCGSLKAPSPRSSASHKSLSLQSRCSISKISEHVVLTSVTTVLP
# OX1R antag-2: OX1R (HCRTR1) antagonists, primary screen, fluorescence, CHO/OX1R cells, Fluo-8 calcium, orexin A; Fluo-8 calcium fluorescence; inhibition, % at 5 µM; actives 0.43% (n = 330,000); AID 434989, 2010;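 active = inhibition above its plate's threshold, mean inhibition of all tested compounds on the plate plus 3 SD, cut at about 37% in these data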;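 also: 0% = orexin A challenge wells and 100% = SB-334867-A antagonist wells; not every result past the cut was called active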
# Active calls of the source: *. Rows are unselected (roughly 2% active in at least one column).
no.	OX1R antag-1	OX1R antag-2	mol
1	2	-12	Cc1ccc(NC(=O)C2CCN(S(=O)(=O)c3c(C)n[nH]c3C)CC2)c(C)c1
2	14	-6	COCCCNC(=O)CCc1c(C)c2cc3c(C)coc3cc2oc1=O
3	24	-16	Cc1cc(Br)ccc1NC(=O)CN(C)C(=O)c1cc([N+](=O)[O-])ccc1N1CCOCC1
4	10	1	CNC(=O)c1nnn(Cc2ccccc2)c1NC(C)=O
5	-8	-33	CC(C)Oc1ccc(S(=O)(=O)N2CCCCC2)cc1NC(=O)CN1C(=O)NC(C)(c2ccccc2)C1=O (configuration not stated)
6	9	-29	Cc1ccc(CNCC(O)(c2ccccc2)c2ccc(F)cc2)cc1 (configuration not stated)
7	14	-24	CC(C)S(=O)(=O)c1csc(C(=O)NN)c1-n1cccc1
8	3	10	Cc1cc(C)cc(Nc2cnn(C34CC5CC(CC(CC(=O)O)(C5)C3)C4)c(=O)c2Cl)c1
9	9	-9	CCc1c(C(=O)NNC(=S)Nc2ccc(S(=O)(=O)Nc3ncccn3)cc2)csc1C
10	26	-16	CC(C)(CNc1ccc(C(F)(F)F)cc1[N+](=O)[O-])N1CCOCC1
11	3	-29	Cc1c(C(=O)NCc2cccs2)oc2ccc(Br)cc12
12	19	-27	Cc1ccccc1Cn1cc(NC(=O)c2cc3nc(-c4ccco4)cc(C(F)(F)F)n3n2)cn1
13	4	-43	CCOC(=O)c1cc(C)sc1NC(=O)C(c1ccccc1)c1ccccc1
14	17	-18	O=C(CSc1nnc(-c2ccncc2)n1Cc1ccccc1)NCCc1ccccc1
15	4	-9	O=C(CSc1ncccn1)Nc1cccc(S(=O)(=O)N2CCOCC2)c1
16	-5	-13	CCNc1nc(OC)nc(N(OC)S(=O)(=O)c2ccc(C)cc2)n1
17	23	-23	CCCCNC(=S)N/N=C1\CCCCc2ccccc21
18	27	-10	O=C(C(=O)N1CCCc2ccccc21)N1CCCc2ccccc21
19	17	-12	CN(C(=O)NC1CCCCC1)c1ccccc1
20	21	-36	COc1nc(Nc2ccc([N+](=O)[O-])cc2)nc(NC(C)C)n1
21	18	-6	Cc1cccc(N2CCN(C(=O)C3CCN(S(=O)(=O)c4cnc[nH]4)CC3)CC2)c1C
22	10	-3	CCCNc1c(NC(C)=O)c(=O)oc2ccccc12
23	8	-5	Cc1ccc(C(=O)N2CCN(S(C)(=O)=O)C2)cc1
24	15	6	CC1CC(C)CN(C(=O)CNC(=O)Cn2ccc3ccccc3c2=O)C1 (configuration not stated)
25	10	-21	COc1cc(C(=O)ON=C2C(C)=CC(=O)C=C2C)cc(OC)c1OC

# Single records (already shown):
# Entry for Cc1ccc(C(=O)N2CCN(S(C)(=O)=O)C2)cc1 : OX1R antag-1 = 8; OX1R antag-2 = -5
# Entry for CC(C)S(=O)(=O)c1csc(C(=O)NN)c1-n1cccc1 : OX1R antag-1 = 14; OX1R antag-2 = -24

# Other records follow:
no.	OX1R antag-1	OX1R antag-2	mol
26	5	-20	CC(C)(C)OC(=O)NCc1ccc(CNC(=O)c2ncn(Cc3ccccc3)c2C(=O)NCc2ccc(CNC(=O)OC(C)(C)C)cc2)cc1
27	12	-36	CSc1nc(C)cc(/C=C\c2ccccc2)c1C#N
28	2	-16	CC(C)CCNC(=O)[C@H](CC(C)C)NC(=O)[C@H]1O[C@@H]1C(=O)O
29	42	-6	COc1ccc2c(c1)CCc1cn3ncc(C#N)c3nc1-2
30	14	-4	COC(=O)/C=C1/N/C(=N\c2nc(C)cc(C)n2)N(c2ccccc2)C1=O
31	2	-2	Cc1cc(-c2n[nH]c(=S)n2/N=C/C=C/c2ccccc2)n[nH]1
32	3	-29	Cc1cn(-c2cc(C(=O)Nc3ccc(C)c(NC(=O)N4CCNC4=O)c3)cc(C(F)(F)F)c2)cn1
33	47*	-20	COc1cc(NC(=O)COC(=O)c2ccc([N+](=O)[O-])s2)cc(OC)c1OC
34	0	21	CCC1(C)NC(=O)N(CC(=O)Nc2cc(C)on2)C1=O (configuration not stated)
35	-1	-1	CCCNC(=O)NC(=O)c1cnccc1C(F)(F)F
36	3	-13	CC(=O)N1CCCC1(C(=O)O)c1ccccc1 (configuration not stated)
37	30	-19	O=C(N/N=C/c1ccc(O)c(O)c1O)/C(=C/c1ccc([N+](=O)[O-])cc1)NC(=O)c1ccccc1
38	24	-15	O=C1c2ccccc2C(=O)N1CCCc1nc(-c2cccnc2)no1
39	6	-11	Cc1ccccc1C(=O)NC(CC(C)C)C(=O)NCC(C)(C)N1CCOCC1 (configuration not stated)
40	8	-25	CC1(C)SC2c3ccccc3C(=O)N2[C@@H]1C(=O)NCc1ccco1 (some centres not stated)
41	12	-17	CN(C)S(=O)(=O)c1cccc(NC(=O)COC(=O)CNC(=O)c2cccc([N+](=O)[O-])c2)c1
42	5	-10	Cc1ccc(NS(=O)(=O)c2ccc(C)c(NC(=O)COc3ccc4ccccc4c3)c2)c(C)c1
43	5	7	CCOC(=O)c1cccc(N2C(N)=NC(N)=NC2(C)C)c1
44	21	-16	C=CCOn1c(=O)c(-c2cc3ccccc3o2)[n+]([O-])c2ccccc21
45	37	-1	CC(C)(C)C(=O)c1cn(CC(=O)NCc2ccc3c(c2)OCO3)c2ccccc12
46	15	-44	O=C(Nc1c(-c2ccccc2)nc2ncccn12)c1cc2ccccc2oc1=O
47	5	-26	c1ccc2c(c1)Nc1ccncc1S2
48	19	-15	Cc1ccc(S(=O)(=O)N(C)C)cc1NC(=S)N(CCC#N)Cc1cccnc1
49	9	-18	O=C(Nc1cc(C(F)(F)F)ccc1Cl)c1ccncc1
50	5	-8	CC(=O)Nc1ccc(S(=O)(=O)N2CCN=C2C)cc1

# From compound 42 to 43, copied from above:
no.	OX1R antag-1	OX1R antag-2	mol
42	5	-10	Cc1ccc(NS(=O)(=O)c2ccc(C)c(NC(=O)COc3ccc4ccccc4c3)c2)c(C)c1
43	5	7	CCOC(=O)c1cccc(N2C(N)=NC(N)=NC2(C)C)c1

# Entries listed so far that bear a hit mark in OX1R antag-1:
no.	OX1R antag-1	OX1R antag-2	mol
33	47*	-20	COc1cc(NC(=O)COC(=O)c2ccc([N+](=O)[O-])s2)cc(OC)c1OC

# Next part
no.	OX1R antag-1	OX1R antag-2	mol
51	44*	12	CC1CCCC(NC(=O)COC(=O)c2ccc([N+](=O)[O-])s2)C1C (configuration not stated)
52	4	3	O=C(O)CCC(=O)Nc1ccccc1C(=O)NCCc1ccccc1
53	8	-12	Cc1ccc(Cn2nnc3c(=O)n(CC(=O)NCc4ccco4)cnc32)cc1
54	11	-39	CCCn1cnc2scc(-c3ccc(C)c(C)c3)c2c1=O
55	16	-15	O=C(NCCCNC(=O)c1ccc(Cl)cc1Cl)c1ccccn1
56	11	-22	COc1ccccc1-n1c(C)nnc1SCC(=O)Nc1cc(C)cc(C)c1
57	8	-19	O=C(NCc1ccccc1)c1cccc(OCC(=O)N2CCN(C(=O)c3ccco3)CC2)c1
58	21	-4	CN(C)c1ccc(/C=C(\NC(=O)c2ccccc2)C(=O)N/N=C/c2ccc(C(=O)O)cc2)cc1
59	10	-1	CCC1CCCCN1CCCNC(=O)COc1cc(=O)n(C)c2ccccc12 (configuration not stated)
60	11	-15	COc1cc(NC(=O)c2ccc(C)cc2C)ccc1NC(=O)c1cccs1
61	15	-6	COC(=O)[C@@H]1CC[C@H](C)[C@@H](c2ccc(C)cc2)N1C(=O)c1ccc(/C=N/O[C@@H](C)c2cn([C@H](CO)Cc3ccccc3)nn2)cc1
62	6	3	Cc1cc(CN(C)Cc2cn(C)nc2-c2ccc(Oc3ccccc3)cc2)on1
63	13	-8	O=C(Cn1cnc2cc(Cl)ccc2c1=O)Nc1ccc2c(c1)OCO2
64	22	6	O=C(CNS(=O)(=O)/C=C/c1ccccc1)OCC(=O)N1CCC(Cc2ccccc2)CC1
65	0	-4	O=C(NCCCc1ccccc1)N1CCOCC1
66	7	-7	Cc1c(-c2ccccc2)[n+](=O)c(-c2ccc(Cl)cc2)c(C)n1[O-]
67	4	-24	O=C(CSCc1ccc(F)cc1)NCc1cccs1
68	-1	4	COC(=O)c1ccc(C(=O)OC)c(NS(=O)(=O)c2ccc(NC(C)=O)cc2)c1
69	13	-28	COc1ccc(NC(=O)CCSc2ccc3ccccc3n2)cc1
70	46	-13	CN(C(=O)C1CCCN(S(=O)(=O)c2cccc([N+](=O)[O-])c2)C1)C1CCS(=O)(=O)C1 (configuration not stated)
71	6	0	CCOc1ccc(S(=O)(=O)NC(Cc2c[nH]c3ccccc23)C(=O)O)cc1 (configuration not stated)
72	22	-18	CCCOc1ccc(/C(O)=C2/C(=O)C(=O)N(c3cc(C)on3)C2c2ccc(C(=O)OC)cc2)cc1 (configuration not stated)
73	49*	21	CCC(=O)OCCNc1nc(-c2ccccc2)nc2ccccc12
74	9	-12	CC#CCN1C=C(C(=O)OCC)C(C)N(Cc2ccc(Br)cc2)S1(=O)=O (configuration not stated)
75	11	-20	O=C(O)c1cc(-c2cccs2)nn1-c1ccc(F)cc1

# Some values from the entries so far:
# cpd 41 | OX1R antag-1 = 12
# cpd 44 | OX1R antag-1 = 21
# cpd 40 | OX1R antag-1 = 8
# cpd 3 | OX1R antag-1 = 24
# cpd 65 | OX1R antag-1 = 0
# cpd 15 | OX1R antag-1 = 4
# cpd 69 | OX1R antag-1 = 13

# Remaining list, next part.
no.	OX1R antag-1	OX1R antag-2	mol
76	-2	-9	c1cncc(CNc2nc(-c3cccnc3)nc3ccccc23)c1
77	24	-16	COc1ccc(S(=O)(=O)N2CCN(C3CCCCCCC3)CC2)cc1
78	13	-14	CC(=O)c1ccc(NC(=O)C(C)OC(=O)/C=C/c2ccco2)cc1 (configuration not stated)
79	6	-19	CC(=O)c1c(N2CCCC2)nc(=S)n(-c2ccccc2)c1C
80	11	-5	C/C(=N\NS(=O)(=O)c1ccc(C)cc1)c1ccc(C)s1
81	25	-27	COc1ccc(S(=O)(=O)N(Cc2cc3ccc(OC)cc3[nH]c2=O)CC2COCCO2)cc1 (configuration not stated)
82	4	-4	Cc1ccccc1NC(=O)CN1C(=O)N/C(=C\c2ccccc2OCc2ccc(C(=O)O)cc2)C1=O
83	0	-12	O=C(COC(=O)c1cccc(S(=O)(=O)N2CCOCC2)c1)Nc1ccc(Cl)cn1
84	2	-7	O=C(O)/C(=C\c1ccc(Cl)cc1)c1ccc(F)cc1
85	27	-37	COc1ccc(-c2cc(C(F)(F)F)n3nc(C(=O)N4CCCCC4)cc3n2)cc1OC
86	9	-37	COCCn1c(SCC(=O)Nc2cc(C)cc(C)c2)nc2ccccc2c1=O
87	88*	-18	Cc1cccn2c(=O)c3cc(C#N)c(=NC(=O)c4ccccc4)n(Cc4ccco4)c3nc12
88	54	5	O=C(Nc1ccc(Br)cc1)c1cccc(S(=O)(=O)Nc2cnc3ccccc3c2)c1
89	16	-6	CC1=NN(C(=O)c2ccc(C)cc2)C(O)(C(F)(F)OC(F)(F)F)C1 (configuration not stated)
90	11	-11	O=c1cc(CN2CCN(S(=O)(=O)/C=C/c3ccccc3)CC2)c2ccc(O)cc2o1
91	19	-2	CC(NC(=O)C(=O)N1CCCCC1)C(c1cccs1)N1CCN(Cc2ccccc2)CC1 (configuration not stated)
92	24	-7	COc1cccc(N2[C@@H](CC(C)=O)c3ccccc3S2(=O)=O)c1

# Compound activity (PubChem)
